Vif-APOBEC3F blk: qHTS for Inhibitors of Vif-A3F Interactions: qHTS; hit rate 0.2% among 390,000; HeLa A3F-eYFP + Vif (tagged APOBEC3F with the HIV-1 protein that degrades it), YFP fluorescence increase; Potency, µM (doses to about 46.1 µM), for inactives: at the highest dose activity, negative = active; AID 602313, 2012; further: potency means the concentration at half of the fitted maximal effect; % of control where 0% means no effect; nearly all actives have a fitted effect of over 65% in size
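Fluorescence increase (Ex 488/Em 500-530) after overnight compound treatment at 37 deg C flags inhibition of Vif-driven A3F-eYFP loss in stable HeLa A3F-eYFP/Vif cells seeded overnight beforehand.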
PI4K2A block: qHTS for small molecular inhibitors of PI4K2A | activity change, negative = inhibition, % at 76.9 µM | AID 1346378, 2018 | hit rate 0.13% among 420,000 | Phosphatidylinositol 4-kinase type 2-alpha (Homo sapiens), Q9BTU6 | purified PI4K2A, ADP-Glo luminescence, 1 h; stronger effect = lower value; in the data active means activity change below about -50%; inconclusive means mostly about -30% to -49%;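 further: -100% = wells without enzyme as full effect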
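PI4K2A activity was measured by ADP-Glo luminescence: enzyme (4 ug/mL stock) and phosphatidylinositol (1.2 mM stock) in Tris pH 7.5/MgCl2/EGTA/Triton X-100 buffer were reacted with ATP (300 microM stock) for one hour at ambient temperature.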
TrxR1 substrate: qHTS Assay for Substrates of Mammalian Selenoprotein Thioredoxin Reductase 1 (TrxR1): qHTS | Thioredoxin reductase 1, cytoplasmic (Rattus norvegicus), O89049 | purified TrxR1 substrate turnover, NADPH consumption readout | Potency, µM (top dose mostly 114 µM), for the others: at the top dose activity change, negative = substrate turnover | hit rate 0.01% among 390,000 | AID 588456, 2011; further: potency means the concentration at half of the fitted maximal effect; on the % scale 0 is the no-effect control and ±100 the full control effect; nearly all actives have a fitted effect of over 50% in size
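Rat TrxR1, dispensed at 90 nM, was prereduced with 400 uM NADPH (final) for 5 min at ~22 deg C, then incubated with compound 15 min before 400 uM selenite. A first-read NADPH fluorescence drop versus no-compound background flagged substrates.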
RXFP1 agonist: qHTS Assay for Agonists of the Relaxin Receptor RXFP1. AID 2676, 2010. HEK293T-RXFP1 cAMP TR-FRET, 30 min; response scale: percent of porcine relaxin response, buffer zero. Potency, µM (highest dose often 57.5 µM), without a hit: at the top dose activation, hits mostly activators. Relaxin receptor 1 (Homo sapiens), Q9HBX9. hit rate 0.3% among 370,000; further: potency means the concentration at half of the fitted maximal effect; on the % scale 0 is the no-effect control and ±100 the full control effect; nearly all actives have a fitted effect of over 60% in size; many of its hits are not listed in these tables
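cAMP rise read by TR-FRET after 30 min, 37C compound exposure (up to 58 uM) in RXFP1-transfected HEK293 cells with Ro 20174 present. EC50 from Hill-equation fits, with 29 nM porcine relaxin as 100% and buffer as basal.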
LDHA inh: qHTS assay for inhibitors of human lactate dehydrogenase | activity change, % (values are at about 110 or 230 µM) | hit rate 0.15% among 480,000 | purified LDHA, NADH/diaphorase-resazurin fluorescence; stronger effect = lower value | L-lactate dehydrogenase A chain (Homo sapiens), P00338 | AID 1347041, 2019; in the data active means activity change below about -30%; inconclusive means mostly about -25% to -30%;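 further: plate controls were DMSO wells for no effect and wells without enzyme for full effect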
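Resorufin fluorescence (ex540/em590), read at 0 and 20 min after diaphorase/resazurin addition, reports the NADH left after a 5 min room-temperature reaction of 2 nM human LDH5 with 0.06 mM NADH and 0.2 mM pyruvate.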
IDH1 R132H inh: qHTS for Inhibitors of mutant isocitrate dehydrogenase 1 (IDH1): qHTS | Isocitrate dehydrogenase [NADP] cytoplasmic (Homo sapiens), O75874 | IDH1-R132H enzyme, NADPH consumption, diaphorase/resazurin fluorescence | Potency, µM (highest dose often 76.6 µM), for inactives: at the highest dose activity change, negative = inhibition, hits mostly inhibitors | hit rate 0.093% among 390,000 | AID 602179, 2012; further: potency means the concentration at half of the fitted maximal effect; on the % scale 0 is the no-effect control and ±100 the full control effect; nearly all actives have a fitted effect of over 65% in size
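IDH1-R132H (0.5 ug/mL) preincubated 30 min with compound, then NADPH (0.016 mM) and alpha-KG (2 mM) added; 80 min at RT, pH 7.5. Remaining NADPH coupled via diaphorase/resazurin to fluorescence (540/590 nm); concentration-response curves normalized to no-enzyme control.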
Vif-APOBEC3G blk: qHTS for Inhibitors of Vif-A3G Interactions: qHTS; DNA dC->dU-editing enzyme APOBEC-3G (Homo sapiens), Q9HC16; HeLa A3G-eYFP + Vif (tagged APOBEC3G with the HIV-1 protein that degrades it), YFP fluorescence, overnight; Potency, µM (highest dose often 46.1 µM), inactives show top-dose activity, negative = active, most hits filed as inhibitors; hit rate 0.076% among 410,000;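 further: potency means the concentration at half of the fitted maximal effect; on the % scale 0 is the no-effect control and ±100 the full control effect; nearly all actives have a fitted effect of over 60% in size; hits raise eYFP signal because A3G escapes Vif-driven loss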
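HeLa cells stably expressing Vif and C-terminally eYFP-tagged A3G, seeded overnight at 37 deg C, then exposed to compound by pintool overnight at 37 deg C. Rise in yellow fluorescence (Ex 488/Em 500-530, Acumen) marks blocked Vif-driven A3G degradation.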
USP1 inh: Inhibitors of USP1/UAF1: Primary Screen; Potency, µM (titrated, usually from 57.1 µM), for the others: top-dose activity change, negative = inhibition, hits mostly inhibitors; Ubiquitin carboxyl-terminal hydrolase 1 (Homo sapiens), O94782; hit rate 0.23% among 390,000; AID 743255, 2014; recombinant USP1/UAF1, Ub-Rhodamine cleavage fluorescence; further: potency means the concentration at half of the fitted maximal effect; on the % scale 0 is the no-effect control and ±100 the full control effect; nearly all actives have a fitted effect of over 60% in size; inactives centre near -12
Target sequence (O94782 whole entry, looked up): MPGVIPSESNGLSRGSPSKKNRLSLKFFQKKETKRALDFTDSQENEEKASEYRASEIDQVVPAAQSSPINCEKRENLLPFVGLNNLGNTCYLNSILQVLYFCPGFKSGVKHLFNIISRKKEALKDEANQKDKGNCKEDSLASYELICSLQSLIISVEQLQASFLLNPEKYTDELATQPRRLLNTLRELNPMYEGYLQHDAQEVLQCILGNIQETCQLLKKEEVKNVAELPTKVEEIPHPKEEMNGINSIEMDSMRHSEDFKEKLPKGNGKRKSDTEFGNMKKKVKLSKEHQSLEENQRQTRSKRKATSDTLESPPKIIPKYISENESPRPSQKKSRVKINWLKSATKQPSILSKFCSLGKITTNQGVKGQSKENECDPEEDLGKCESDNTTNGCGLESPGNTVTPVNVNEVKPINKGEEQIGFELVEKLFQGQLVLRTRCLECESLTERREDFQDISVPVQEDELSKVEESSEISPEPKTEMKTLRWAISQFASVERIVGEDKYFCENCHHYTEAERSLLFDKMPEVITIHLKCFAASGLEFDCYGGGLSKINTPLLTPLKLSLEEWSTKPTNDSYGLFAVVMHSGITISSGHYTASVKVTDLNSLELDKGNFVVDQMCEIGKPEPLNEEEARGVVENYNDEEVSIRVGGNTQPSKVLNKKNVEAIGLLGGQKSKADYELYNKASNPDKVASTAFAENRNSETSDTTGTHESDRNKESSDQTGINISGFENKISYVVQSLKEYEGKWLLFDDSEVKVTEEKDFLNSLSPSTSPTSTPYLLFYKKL
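USP1/UAF1 complex (1 nM) preincubated 15 min at room temperature with compound, then Ub-Rho substrate (150 nM final) added. Kinetic fluorescence at 480/540 nm over 6 reads at 60 s intervals; 50 mM HEPES pH 7.8, 0.5 mM EDTA, 0.1 mg/ml BSA, 1 mM TCEP, 0.01% Tween-20.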
GRP78 ERSR act: qHTS for Inducers of the Endoplasmic Reticulum Stress Response (ERSR) in Human Glioma: qHTS; U87-MG GRP78 promoter luciferase reporter, 16 h; Potency, µM, without a hit: at the top dose activation, usual class: activators; hit rate 0.02% among 420,000; AID 602332, 2012; further: potency means the concentration at half of the fitted maximal effect; series mostly up to about 76 µM; % of control where 0% means no effect; nearly all actives have a fitted effect of over 35% in size
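Stably transfected U87-MG human glioma cells carrying a GRP78-based luminescent sensor were seeded at 1000 cells/well, pin-dosed with compounds and incubated 16 h. Luciferase reagent was then added, and end-point luminescence was read after 10 min at room temperature.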
* = called active by the depositor; & = joins results of further samples; [ ] = another dose, or the depositor's remark. Unless noted, the call rests on the fitted dose curve; in most records, active means well fitted curve in the direction sought with a large enough effect; inconclusive means small, poorly fitted or top-dose-only effect, or another doubt; inactive means no such curve, though single readings can be large; an effect the other way counts as inactive or inconclusive. A portion of the library; rates above refer to the full screens.

COc1ccccc1N1CCN(C(=O)CCS(=O)(=O)c2ccc3c(c2)NC(=O)C(C)S3)CC1 (stereo not drawn) was read as Vif-APOBEC3F blk -12%, PI4K2A block -1, TrxR1 substrate 4%, RXFP1 agonist -2.9%, LDHA inh -6, IDH1 R132H inh -6%, Vif-APOBEC3G blk 4%, USP1 inh -23% and GRP78 ERSR act -6%.
For N/C(=N\OC(=O)c1ccc2ccccc2c1)c1ccncc1 the results were Vif-APOBEC3F blk inconclusive, PI4K2A block -7, TrxR1 substrate 6%, RXFP1 agonist -1.3%, LDHA inh -1, IDH1 R132H inh 11%, Vif-APOBEC3G blk -9%, USP1 inh -15% and GRP78 ERSR act -2%.
`O=C(Nc1c(F)cc(F)cc1Br)C1CCCO1` (stereo not drawn) gave Vif-APOBEC3F blk -9%, PI4K2A block 3, TrxR1 substrate 11%, RXFP1 agonist -0.2%, LDHA inh -7, IDH1 R132H inh 9%, Vif-APOBEC3G blk 1%, USP1 inh -5% and GRP78 ERSR act -3%.
COc1ccccc1NC(NC(=O)c1cccnc1)C(Cl)(Cl)Cl (stereo not drawn) was read as Vif-APOBEC3F blk -3%, PI4K2A block 6, TrxR1 substrate -9%, RXFP1 agonist 0.1%, LDHA inh 0, IDH1 R132H inh -3%, Vif-APOBEC3G blk 2%, USP1 inh -14% and GRP78 ERSR act -4%.
O=C(Cn1c(=O)oc2ccccc21)Nc1ccccc1N1CCOCC1 was read as Vif-APOBEC3F blk -4%, PI4K2A block 0, TrxR1 substrate -3%, RXFP1 agonist 1.5%, LDHA inh -1, IDH1 R132H inh 8%, Vif-APOBEC3G blk -1%, USP1 inh -20% and GRP78 ERSR act 0%.
For O=C1OC(/C=C/c2ccc(Cl)cc2Cl)=NC/1=C\c1cccs1 the results were Vif-APOBEC3F blk -15%, PI4K2A block 10, TrxR1 substrate -9%, RXFP1 agonist 0.1%, LDHA inh -4, IDH1 R132H inh -8%, Vif-APOBEC3G blk 0%, USP1 inh -6% and GRP78 ERSR act 1%.
`Cc1ccc2c(c1)c1c(n2CC(O)Cn2nc(C)c(Br)c2C)CCCC1` (stereo not drawn) gave Vif-APOBEC3F blk inconclusive, PI4K2A block -1, TrxR1 substrate 7%, RXFP1 agonist 2.3%, LDHA inh 3, IDH1 R132H inh 2%, Vif-APOBEC3G blk -8%, USP1 inh -21% and GRP78 ERSR act 3%.
Screening Cc1c(NC(=O)CN2C(=O)NC(C)(c3ccc(OC(F)F)cc3)C2=O)c(=O)n(-c2ccccc2)n1C (stereo not drawn) returned Vif-APOBEC3F blk -18%, PI4K2A block 1, TrxR1 substrate 3%, RXFP1 agonist -1.0%, LDHA inh -13, IDH1 R132H inh -2%, Vif-APOBEC3G blk 0%, USP1 inh -11% and GRP78 ERSR act 0%.
Nc1nccnc1C(=O)OCC(=O)NCCc1ccc(Cl)cc1 was read as Vif-APOBEC3F blk 7%, PI4K2A block 0, TrxR1 substrate 247%[activator], RXFP1 agonist -1.6%, LDHA inh -3, IDH1 R132H inh 2%, Vif-APOBEC3G blk -4%, USP1 inh -14% and GRP78 ERSR act -2%.
Screening COCCNC(=O)C(NC(=O)C1CCCCC1)C12CC3CC(CC(C3)C1)C2 (stereo not drawn) returned Vif-APOBEC3F blk -2%, PI4K2A block -1, TrxR1 substrate 2%, RXFP1 agonist 0.5%, LDHA inh -5, IDH1 R132H inh -8%, Vif-APOBEC3G blk 1%, USP1 inh -3% and GRP78 ERSR act -1%.
Screening O=C(NCc1ccccc1)C1CCCN(c2ncnc3c2nc2n3CCCCC2)C1 (stereo not drawn) returned Vif-APOBEC3F blk 0%, PI4K2A block 3, TrxR1 substrate 3%, RXFP1 agonist -0.2%, LDHA inh 0, IDH1 R132H inh 0%, Vif-APOBEC3G blk 2%, USP1 inh -6% and GRP78 ERSR act -2%.
N#CCCNC(=O)Cn1c(COc2ccc(Cl)cc2)nc2ccccc21 was read as Vif-APOBEC3F blk -4%, PI4K2A block 2, TrxR1 substrate -8%[57.1 µM], RXFP1 agonist 0.9%, LDHA inh 6, IDH1 R132H inh 3%, Vif-APOBEC3G blk 4%, USP1 inh -8% and GRP78 ERSR act 0%.
`C[C@@H](C(=O)O)[C@@H]1C[C@@]1(C)[C@@H](NC(=O)OCc1ccccc1)c1ccccc1` gave Vif-APOBEC3F blk 10%, PI4K2A block -4, TrxR1 substrate 8%[57.1 µM], RXFP1 agonist 2.2%, LDHA inh -6, IDH1 R132H inh 7%, Vif-APOBEC3G blk 6%, USP1 inh -30% and GRP78 ERSR act -2%.
COC(=O)C1(C)NC(=O)c2ccccc2N1 (stereo not drawn) was read as Vif-APOBEC3F blk -5%, PI4K2A block -3, TrxR1 substrate 32%[activator][57.1 µM], RXFP1 agonist 0.6%, LDHA inh -6, IDH1 R132H inh 8%, Vif-APOBEC3G blk -2%, USP1 inh -13% and GRP78 ERSR act -1%.
CCCCNC(=O)c1onc(CCl)c1C(=O)OC was read as Vif-APOBEC3F blk 1%, PI4K2A block 6, TrxR1 substrate -2%, RXFP1 agonist 0.3%, LDHA inh -1, IDH1 R132H inh 13%, Vif-APOBEC3G blk inconclusive, USP1 inh inconclusive and GRP78 ERSR act -6%.
For CN(C)S(=O)(=O)c1ccc(N2CCCC2)c(C(=O)NNC(=O)COc2ccc(Cl)cc2)c1 the results were Vif-APOBEC3F blk 3%, PI4K2A block -3, TrxR1 substrate 11%, RXFP1 agonist 3.7%, LDHA inh -1, IDH1 R132H inh -4%, Vif-APOBEC3G blk 2%, USP1 inh -8% and GRP78 ERSR act -3%.
For COc1ccc(NC(=O)CN2CCN(CC(=O)Nc3ccccc3F)CC2)cc1OC the results were Vif-APOBEC3F blk -2%&1%, PI4K2A block -4&3, TrxR1 substrate -4%, RXFP1 agonist 1.2%&2.6%, LDHA inh 15&4, IDH1 R132H inh -3%&0%, Vif-APOBEC3G blk 0%&-2%, USP1 inh 5%&4% and GRP78 ERSR act -5%&-3%.
O=S(=O)(Nc1ccccc1)c1ccc2c(c1)CCO2 was read as Vif-APOBEC3F blk 0%, PI4K2A block 4, TrxR1 substrate -4%[57.1 µM], RXFP1 agonist 0.1%, LDHA inh -5, IDH1 R132H inh 11%, Vif-APOBEC3G blk -2%, USP1 inh -4% and GRP78 ERSR act -1%.
Screening COC(=O)C1=C(C(=O)OC)N2C=CC=CC2(C)C(C(=O)OC)=C1C(=O)OC (stereo not drawn) returned Vif-APOBEC3F blk -2%, PI4K2A block 2, TrxR1 substrate -6%, RXFP1 agonist 1.1%, LDHA inh -3, IDH1 R132H inh 7%, Vif-APOBEC3G blk -4%, USP1 inh -20% and GRP78 ERSR act -4%.
COc1ccc(/C=C/c2nnc(NC(=O)CSc3ccc(Cl)cc3)s2)cc1 was read as Vif-APOBEC3F blk -5%, PI4K2A block -1, TrxR1 substrate 2%, RXFP1 agonist 0.5%, LDHA inh -3, IDH1 R132H inh -1%, Vif-APOBEC3G blk -3%, USP1 inh -13% and GRP78 ERSR act -1%.
Screening CCc1ccc2nc3n[nH]c(N)c3cc2c1 returned Vif-APOBEC3F blk -1%, PI4K2A block -3, TrxR1 substrate 2%, RXFP1 agonist -1.0%, LDHA inh -8, IDH1 R132H inh -4%, Vif-APOBEC3G blk -28%, USP1 inh -16% and GRP78 ERSR act 4%.
CCN1CCN(CCCOc2ccccc2-c2ccccc2)CC1 was read as Vif-APOBEC3F blk 7%, PI4K2A block 5, TrxR1 substrate -2%, RXFP1 agonist -2.4%, LDHA inh -19, IDH1 R132H inh 5%, Vif-APOBEC3G blk -3%, USP1 inh -14% and GRP78 ERSR act -3%.
For N#C/C(=C\c1ccc(OCC(N)=O)cc1)C(=O)NC1CC1 the results were Vif-APOBEC3F blk 1%, PI4K2A block 0, TrxR1 substrate -10%, RXFP1 agonist 0.3%, LDHA inh -2, IDH1 R132H inh -3%, Vif-APOBEC3G blk 0%, USP1 inh -21% and GRP78 ERSR act 1%.
For OCC[C@@H]1C[C@@H](O)[C@H](O)[C@]2(OCc3ccccc32)O1 the results were Vif-APOBEC3F blk -2%, PI4K2A block 4, TrxR1 substrate -5%, RXFP1 agonist -0.1%, LDHA inh -5, IDH1 R132H inh 1%, Vif-APOBEC3G blk 0%, USP1 inh -13% and GRP78 ERSR act -1%.
Screening NC(=O)COc1ccc(C23CC4CC(CC(C4)C2)C3)cc1 returned Vif-APOBEC3F blk -1%, PI4K2A block 2, TrxR1 substrate 2%, RXFP1 agonist -0.1%, LDHA inh -5, IDH1 R132H inh 0%, Vif-APOBEC3G blk -5%, USP1 inh -21% and GRP78 ERSR act 5%.
